HT29 cell growth-1 – HT29 colon tumor cell growth inhibition, primary screen, imaging, high content imaging, 24 h, CellTiter-Glo (AID 770). HT29 cell number by imaging, 24 h; stronger effect = higher value. growth inhibition, % at 10 µM. 3,300 tested, under 10 active;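 active = growth inhibition above 90% in viable cell count at a single dose; inactive = growth inhibition below 90%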
AID364 – Jurkat cell viability reduction – Jurkat E6.1, NIH starter set, primary screen (AID 364); inhibition, % at 4 µM; hits with a dose series show CC50 in µM; actives 2% (n = 3,300); Jurkat E6.1 viability, ATP luminescence, 48 h; higher % means a stronger effect;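 active = concentration giving half-maximal inhibition at or below 20 micromolar; inactive = half-maximal concentration above 20 micromolar, or not dose tested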;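 note: 100% = cells treated with 4 µM doxorubicin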
A549 NSCLC growth – A549 NSCLC cell proliferation inhibitors – ATP luminescence, human non-small cell lung line, primary screen (AID 371). A549 growth inhibition, ATP luminescence; stronger effect = higher value. growth inhibition, % at 10 µM. actives 8.4% (n = 3,300);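 active = mean growth inhibition over the two runs of 50% or more; inactive = mean growth inhibition under 50%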;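 note: compound exposure lasted 72 h before the ATP read; 0% = untreated cell signal and 100% = no luminescence left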
HT29 cell growth-2 – HT29 colon tumor cell growth inhibition, primary screen, imaging, high content imaging, 48 h, CellTiter-Glo (AID 771); HT29 cell growth, HCS imaging cell count, 48 h; stronger effect = higher value; growth inhibition, % at 10 µM; actives 2% (n = 3,300);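 active = growth inhibition above 90%, meaning viable cell count by imaging cut by more than 90% versus vehicle controls; inactive = growth inhibition below 90%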;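 note: percent fewer viable cells counted by imaging than vehicle controls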
AID772 – HT29 colon tumor cell growth inhibition, primary screen, imaging, high content imaging, 72 h, CellTiter-Glo (AID 772) | HT29 cell growth, HCS imaging cell count, 72 h; stronger effect = higher value | growth inhibition, % at 10 µM | actives 0.6% (n = 3,300);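 active = growth inhibition above 90%, meaning viable cell count cut by more than 90% versus vehicle controls; inactive = growth inhibition below 90%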
HT29 cell growth-1 condensed nuclei – further read-out of HT29 cell growth-1, marked with its call; condensed nuclei, %; measured here: percent cells with condensed nuclei;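 share of cells whose nuclear area falls below control median minus 1.5 SD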
HT29 cell growth-1 ATP viability – further read-out of HT29 cell growth-1, marked with its call; growth inhibition, %; measured here: ATP CellTiter-Glo viability
HT29 cell growth-2 condensed nuclei – recorded beside HT29 cell growth-2, whose call it bears; condensed nuclei, %; measured here: percent cells with condensed nuclei;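 condensed means Hoechst nuclear area under control median minus 1.5 SD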
HT29 cell growth-2 ATP viability – also measured in HT29 cell growth-2; calls as there; growth inhibition, %; measured here: ATP CellTiter-Glo viability inhibition
AID772 condensed nuclei – recorded beside AID772, whose call it bears; condensed nuclei, %; measured here: percent cells with condensed nuclei;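 condensed means nuclear area below control median minus 1.5 SD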
AID772 second – recorded beside AID772, whose call it bears; growth inhibition, %; measured here: ATP CellTiter-Glo viability
An asterisk follows results filed as active; x = not tested or not shown. Only part of the results is shown. The share of hits here may be higher or lower than overall.

1. CC1C[C@@]2(NC(=O)NC2=O)C(C)CN1C (stereo partly specified)
2. CCCCC(=O)C1CCN(Cc2ccccc2)CC1
3. CC(CCc1ccccc1)NCC(O)c1ccc(O)c(C(N)=O)c1 (stereo unspecified)
4. Cc1ccc(C(=O)C2=C(O)C(=O)N(CCN3CCOCC3)C2c2ccccn2)o1 (stereo unspecified)
5. N/C(=N\S(=O)(=O)c1ccc(Cl)s1)c1ccccc1
6. CCn1c(SCC(=O)Nc2ccccc2C(=O)OC)nnc1-c1ccc(N)cc1
7. CCOC(=O)c1c(C)n(C)c2ccc(OC)c(NC(=O)c3cccs3)c12
8. CCCCOc1ccc(CN(C)c2ncnc(N)n2)cc1
9. CCOC(=O)c1c(N)sc(=S)c2c1CCC2
10. C/C(=N\O)c1c(C)c2ccccc2n1C

Compound	1	2	3	4	5	6	7	8	9	10
HT29 cell growth-1	-14	-12	6	21	-24	-14	-26	56	4	2
HT29 cell growth-1 condensed nuclei	5.9	4.5	7.8	5.0	1.8	3.0	4.9	6.8	3.5	1.9
HT29 cell growth-1 ATP viability	-17	2	-2	1	-17	-2	-20	23	-4	-15
AID364	-1%	-2%	0%	-3%	2%	-13%	-4%	23%	-3%	-11%
A549 NSCLC growth	3	-7	7	-6	14	-4	14	52*	13	9
HT29 cell growth-2	-18	12	-15	22	-12	-7	18	85	-2	41
HT29 cell growth-2 condensed nuclei	3.0	2.1	1.8	2.8	3.4	2.0	2.8	7.6	3.7	1.4
HT29 cell growth-2 ATP viability	-3	-9	x	-6	-13	-16	-19	61	-6	22
AID772	38	36	-15	-81	-10	-101	-49	60	-4	-70
AID772 condensed nuclei	2	14	3	5	2	1	4	22	4	2
AID772 second	-10	9	-6	-58	-23	-56	-38	69	-29	-45

One compound at a time, as listed above. Values in the order: HT29 cell growth-1	HT29 cell growth-1 condensed nuclei	HT29 cell growth-1 ATP viability	AID364	A549 NSCLC growth	HT29 cell growth-2	HT29 cell growth-2 condensed nuclei	HT29 cell growth-2 ATP viability	AID772	AID772 condensed nuclei	AID772 second
Cc1ccc(C(=O)C2=C(O)C(=O)N(CCN3CCOCC3)C2c2ccccn2)o1 (stereo unspecified) across the screens: 21	5.0	1	-3%	-6	22	2.8	-6	-81	5	-58
CCCCC(=O)C1CCN(Cc2ccccc2)CC1 across the screens: -12	4.5	2	-2%	-7	12	2.1	-9	36	14	9
C/C(=N\O)c1c(C)c2ccccc2n1C across the screens: 2	1.9	-15	-11%	9	41	1.4	22	-70	2	-45
CCCCOc1ccc(CN(C)c2ncnc(N)n2)cc1 across the screens: 56	6.8	23	23%	52*	85	7.6	61	60	22	69
CCOC(=O)c1c(N)sc(=S)c2c1CCC2 across the screens: 4	3.5	-4	-3%	13	-2	3.7	-6	-4	4	-29

(continued)
11. COc1cccc(-c2nc(N3CC(C)CC(C)C3)c3ccccc3n2)c1O (stereo unspecified)
12. COc1ccccc1N1C(=O)C2ON(c3ccccc3)C(c3ccc(N(C)C)cc3)C2C1=O (stereo unspecified)
13. CC1=C(c2ccc(Cl)cc2)[N+](=O)C(C)(C)N1[O-]
14. O=C(NCCO)C1(c2ccccc2)CCCC1
15. O=C(c1ccco1)N1CCN(c2ncnc3c2[nH]c2ccccc23)CC1
16. N#CCc1nc2c3c4c(sc3ncn2n1)CCCC4
17. Cn1c(=O)c2c3c(sc2n2c(SCc4ccccc4)nnc12)CCCC3
18. Cc1ccc(CNC(=O)c2cc3c(=O)n4ccccc4nc3n(Cc3ccco3)c2=N)cc1
19. CC(C)Cn1cnc2c(c1=O)c1nc3ccccc3nc1n2Cc1ccc2c(c1)OCO2
20. O=S(=O)(O)c1nc2ccccc2n1Cc1ccc(Cl)cc1Cl

Compound	11	12	13	14	15	16	17	18	19	20
HT29 cell growth-1	-31	-20	-16	33	14	-1	7	17	-4	48
HT29 cell growth-1 condensed nuclei	9.3	3.0	1.8	4.1	3.5	6.6	2.4	4.4	3.3	8.4
HT29 cell growth-1 ATP viability	7	-6	-3	3	14	-5	7	9	9	7
AID364	-2%	-10%	5%	9%	3%	4%	-6%	21%	0%	5%
A549 NSCLC growth	30	1	1	0	26	10	8	92*	13	5
HT29 cell growth-2	24	13	8	31	36	-8	-63	39	42	-17
HT29 cell growth-2 condensed nuclei	6.8	0.5	1.8	3.2	1.0	2.3	1.0	1.0	1.6	3.7
HT29 cell growth-2 ATP viability	8	-16	4	-18	15	-17	-8	11	1	6
AID772	19	-38	-8	-97	52	-104	-65	44	31	29
AID772 condensed nuclei	8	3	2	3	20	4	4	4	6	9
AID772 second	27	-28	-6	-38	27	-51	-38	14	-8	23

Continued (4 carried over from the part before).
17. Cn1c(=O)c2c3c(sc2n2c(SCc4ccccc4)nnc12)CCCC3
18. Cc1ccc(CNC(=O)c2cc3c(=O)n4ccccc4nc3n(Cc3ccco3)c2=N)cc1
19. CC(C)Cn1cnc2c(c1=O)c1nc3ccccc3nc1n2Cc1ccc2c(c1)OCO2
20. O=S(=O)(O)c1nc2ccccc2n1Cc1ccc(Cl)cc1Cl
21. CCOC(=O)C(c1ccccc1)N1CCN(c2ccc(OC)cc2)CC1 (stereo unspecified)
22. CCOC(=O)C1CCN(c2ncnc3c2cnn3-c2ccc(Cl)cc2)CC1
23. COc1ccc(OC)c(C2C(C#N)=C(N)Oc3cc(C)n(Cc4ccccn4)c(=O)c32)c1 (stereo unspecified)
24. CC(=O)Nc1ccc(NCC(O)COc2ccccc2)cc1 (stereo unspecified)
25. CC(C)Sc1nnc2n(CCc3ccccc3)c(=O)c3c4c(sc3n12)COC(C)(C)C4
26. O=S1(=O)C[C@@H](N2CCOCC2)[C@H](N2CCOCC2)C1
27. COC(=O)c1[nH]c2cc(OC)ccc2c1NC(=O)CN1CCC(C(N)=O)CC1
28. COc1ccc(C(=O)C2CCCCC2=O)cc1 (stereo unspecified)
29. CCOC(=O)c1[nH]c2cc(OC)c(OC)cc2c1NC(=O)C(C)N1CCN(Cc2ccccc2)CC1 (stereo unspecified)
30. COC(=O)c1nn2c(C(F)(F)F)cc(-c3ccc(Br)o3)nc2c1Br

Compound	17	18	19	20	21	22	23	24	25	26	27	28	29	30
HT29 cell growth-1	7	17	-4	48	6	8	5	7	0	42	11	18	11	-4
HT29 cell growth-1 condensed nuclei	2.4	4.4	3.3	8.4	2.6	1.6	2.9	6.8	3.4	4.1	5.0	2.4	6.5	3.3
HT29 cell growth-1 ATP viability	7	9	9	7	2	-1	-1	-17	-1	12	1	7	5	-17
AID364	-6%	21%	0%	5%	8%	8%	-3%	-2%	7%	-10%	-9%	-10%	6%	-7%
A549 NSCLC growth	8	92*	13	5	12	11	-2	-1	10	4	-2	4	48	30
HT29 cell growth-2	-63	39	42	-17	15	10	13	-2	-5	45	49	-8	4	17
HT29 cell growth-2 condensed nuclei	1.0	1.0	1.6	3.7	0.3	1.2	1.7	1.4	2.4	3.4	2.8	1.0	3.1	2.5
HT29 cell growth-2 ATP viability	-8	11	1	6	5	-7	0	-30	-5	21	-6	-1	-7	3
AID772	-65	44	31	29	47	-33	41	15	1	51	21	29	-23	26
AID772 condensed nuclei	4	4	6	9	3	3	7	3	1	10	7	9	5	6
AID772 second	-38	14	-8	23	0	-32	-12	8	-42	35	-22	-12	-22	-2

31. C=C1[C@@H](C)C2[C@H](Cc3ccccc3)NC(=O)[C@]23OC(=O)CC[C@H](O)CCC[C@H](C)C/C=C/[C@H]3[C@@H]1O (stereo partly specified)
32. Cn1c(OCc2cccnc2)nc2c1c(=O)n(Cc1ccc(Cl)cc1)c(=O)n2C
33. Cn1c2c(c(=O)n(C)c1=O)C(NC(=O)C(C)(C)C)(C(F)(F)F)C(=O)N2 (stereo unspecified)
34. COC(=O)/C=c1/s/c(=C(/C#N)C(=O)N2CCOCC2)n(-c2ccccc2)c1=O
35. O=C(O)c1c[nH]c2ccc(S(=O)(=O)N3CCOCC3)cc12
36. CC1(C)Cc2c(sc3c2C2=NCCN2C=N3)CO1
37. Cc1ccc(N2C(=O)C3ON(c4ccccc4)C(c4ccncc4)C3C2=O)c(C)c1 (stereo unspecified)
38. COc1ccc(C2CC(=O)c3sc(N)nc3C2)cc1 (stereo unspecified)
39. COc1ccc(/C=N/n2cncn2)cc1COc1ccc(NC(C)=O)cc1
40. COc1ccc(-c2nn(C)c(=O)c3ccccc23)cc1NS(C)(=O)=O

Compound	31	32	33	34	35	36	37	38	39	40
HT29 cell growth-1	72	5	26	-10	-37	-25	9	21	-2	4
HT29 cell growth-1 condensed nuclei	18	1.9	5.3	3.5	1.9	3.9	2.5	4.4	4.4	1.8
HT29 cell growth-1 ATP viability	49	5	-6	-6	-2	3	-4	-5	-11	3
AID364	14%	2%	4%	-6%	3%	0%	30%	3%	2%	7%
A549 NSCLC growth	61*	35	-1	-6	2	0	-22	7	5	26
HT29 cell growth-2	92*	34	18	-20	-42	-3	8	-64	-24	-1
HT29 cell growth-2 condensed nuclei	18*	1.5	3.8	5.8	1.3	2.4	0.2	2.7	8.1	1.9
HT29 cell growth-2 ATP viability	x	13	8	-24	-1	-22	12	-19	-46	2
AID772	49	35	36	-10	-8	-26	10	58	10	-14
AID772 condensed nuclei	28	2	4	6	2	18	8	2	8	3
AID772 second	83	29	6	-73	-4	13	1	22	-13	13

41. COc1ccc(C=NCCC2(O)CC(C)N(C)CC2C)cc1 (stereo unspecified)
42. Cc1nc2sccn2c(=O)c1CCN1CCC(=C(c2ccc(F)cc2)c2ccc(F)cc2)CC1
43. O=C(c1ccc(=O)oc1)N1CCN(c2ccc(F)cc2)CC1
44. Cc1nc(NS(=O)(=O)c2ccccc2)sc1NC(=O)OCCN(C)C
45. COc1ccccc1C1/C(=C(/O)c2ccc(C)cc2)C(=O)C(=O)N1CCN1CCOCC1 (stereo unspecified)
46. CCOP(=O)(c1ccccc1)c1nc(-c2ccc(F)cc2)oc1N1CCCCC1 (stereo unspecified)
47. COc1ccc(OCC(=O)N2CCN(C(=O)c3cccc4ccccc34)CC2)cc1
48. CCC1(c2ccccc2)C(=O)NCNC1=O
49. CNC[C@H](O)c1cccc(O)c1
50. O=C(C1CC1(c1ccccc1)c1ccccc1)N1CCOCC1 (stereo unspecified)
51. CCCN(CCC)S(=O)(=O)c1ccc(C(=O)O)cc1
52. CCOc1ccc2nc(NC(NC(=O)CC)(C(=O)OC)C(F)(F)F)sc2c1 (stereo unspecified)
53. CCOC(=O)C1/C(=N\O)CC(C)(O)C(C(=O)OCC)C1c1ccc(OC)c(OC)c1 (stereo unspecified)

Compound	41	42	43	44	45	46	47	48	49	50	51	52	53
HT29 cell growth-1	22	18	-37	0	26	-17	29	-29	28	1	-18	-32	-43
HT29 cell growth-1 condensed nuclei	3.3	6.6	4.8	1.6	3.4	4.6	3.9	2.0	2.0	2.5	2.0	2.7	2.9
HT29 cell growth-1 ATP viability	0	47	-20	-9	-10	20	-1	-39	12	7	-6	-8	2
AID364	-5%	4%	-3%	10%	-8%	-6%	4%	-1%	8%	-4%	-2%	0%	-4%
A549 NSCLC growth	-2	92*	-1	2	3	35	3	4	-1	4	-1	21	2
HT29 cell growth-2	44	82	44	35	24	-38	-1	3	-6	32	-1	-15	-42
HT29 cell growth-2 condensed nuclei	2.6	19	2.5	2.3	1.2	1.6	2.0	1.1	1.1	4.2	2.3	2.5	3.2
HT29 cell growth-2 ATP viability	-2	x	7	-8	11	0	-3	x	x	-9	x	-19	-10
AID772	59	93*	33	2	13	38	-18	-33	42	27	17	-4	33
AID772 condensed nuclei	3	24*	6	4	2	4	6	1	20	2	1	13	5
AID772 second	28	85*	1	-34	20	41	-20	-33	47	-3	-8	26	-15

Screening results deposited in PubChem BioAssay by several laboratories.
